MMP-13 inhibitor – human MMP13 inhibitors, primary screen, biochemical, FRET peptide cleavage; AID 570, 2006; Collagenase 3 (Homo sapiens), P45452; MMP-13 fTHP FRET cleavage, Mca fluorescence; actives 0.07% (n = 65,000); inhibition, % at 4 µM;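 active = inhibition above the mean of compound-free control plate wells plus 3 SD, cut at about 14% in these data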;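 note: 0% = DMSO wells and 100% = wells with reference MMP-13 inhibitor after basal subtraction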
Jurkat viability – cytotoxicity toward Jurkat T cells, primary screen, cytotoxicity control, cell-based, Jurkat E6.1, 60K MLSMR library. Jurkat E6.1 viability, ATP luminescence, 48 h. inhibition, % at 4 µM. actives 1.2% (n = 56,000);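 active = inhibition above the mean inhibition of all tested compounds plus 3 SD, cut at about 28% in these data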
Cdc25B block – inhibitors of Cdc25B phosphatase catalytic domain, primary screen, biochemical, OMFP fluorescence | inhibition, %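 (compounds tested at 10 µM final in the well)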 | recombinant Cdc25B, OMFP fluorescence Ex485/Em525 | actives 0.1% (n = 65,000) | AID 368, 2006 | M-phase inducer phosphatase 2 (Homo sapiens), P30305; in the data active = inhibition above about 50%
DUSP1 inh – MKP-1 phosphatase inhibitors, primary screen, biochemical, in vitro; Dual specificity protein phosphatase 1 (Homo sapiens), P28562; recombinant MKP-1, OMFP hydrolysis fluorescence; inhibition, %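 (compounds tested at a single concentration somewhere between 10 and 100 µM)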; actives 0.15% (n = 65,000);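 active = inhibition above about 50%, limit read from the data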;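 note: 0% = DMSO max control wells and 100% = wells with enzyme stopped by NaOH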
HEK293 NFkB inh – inhibitors of PMA/ionomycin-induced NF-kB reporter, primary screen, antigen receptor NF-kB inhibitor project, cell-based, HEK-293 luciferase reporter, luminescence | HEK-293 NF-kB luciferase reporter | inhibition, % at 3 µM | actives 0.21% (n = 62,000);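 active = inhibition above the mean of all tested compounds plus 3 SD, cut at about 40% in these data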;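 note: 0% = stimulated DMSO wells and 100% = 10 µM reference inhibitor 5653914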
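Reagent: PMA plus ionomycin mix as NF-kB-activating stimulus. Assay system: NF-kB luciferase reporter HEK-293 cells. Technique: luminescence from luciferase substrate reagent. Incubation: 1 h compound pre-incubation, 16 h PMA/ionomycin at 37 °C. Benchmarks: DMSO only as uninhibited control, 10 µM reference inhibitor as full inhibition. Repeats: tested once.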
PKA inh – inhibitors of human PKA kinase activity, primary screen, biochemical, ATP-depletion luminescence, Kemptide substrate. cAMP-dependent protein kinase catalytic subunit alpha (Homo sapiens), P17612. PKA Kemptide phosphorylation, Kinase-Glo ATP luminescence. actives 0.1% (n = 65,000). AID 524, 2006. inhibition, % at 6 µM;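 active = inhibition above the screen-wide mean inhibition plus 3 SD, cut at about 21% in these data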; note: many of its hits are not listed in these tables
TNAP act mid DEA – human TNAP enzyme activators, primary screen, biochemical, luminescent, intermediate phosphate acceptor level. activation factor at 20 µM. purified TNAP, CDP-star luminescence, 100 mM DEA, 30 min; hits give high values; scale: 0 levamisole-inhibited, 1 vehicle-only enzyme. Alkaline phosphatase, tissue-nonspecific isozyme (Homo sapiens), P05186. 64,000 tested, under 10 active;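 active = activation factor of at least 2 at 20 µM, relative to controls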
Target sequence (P05186 whole entry, looked up): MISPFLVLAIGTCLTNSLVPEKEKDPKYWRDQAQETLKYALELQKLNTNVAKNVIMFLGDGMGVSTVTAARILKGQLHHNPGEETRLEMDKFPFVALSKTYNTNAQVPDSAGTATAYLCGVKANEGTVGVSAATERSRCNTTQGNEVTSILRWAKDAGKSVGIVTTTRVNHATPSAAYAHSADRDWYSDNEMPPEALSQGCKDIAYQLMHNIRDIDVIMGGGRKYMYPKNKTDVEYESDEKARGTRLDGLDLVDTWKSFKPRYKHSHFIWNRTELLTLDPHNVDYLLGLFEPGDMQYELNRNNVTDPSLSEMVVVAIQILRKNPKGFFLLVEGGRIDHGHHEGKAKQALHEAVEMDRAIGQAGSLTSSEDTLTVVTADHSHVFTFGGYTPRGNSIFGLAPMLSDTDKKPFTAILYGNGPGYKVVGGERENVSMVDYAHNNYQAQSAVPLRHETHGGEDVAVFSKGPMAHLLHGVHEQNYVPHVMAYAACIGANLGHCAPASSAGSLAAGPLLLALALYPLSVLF
ROCK2 inh – inhibitors of human ROCK2 kinase, primary screen, biochemical, high-throughput, luminescence | actives 0.35% (n = 60,000) | inhibition, % at 6 µM | Rho-associated protein kinase 2 (Homo sapiens), O75116 | purified ROCK2, Kinase-Glo ATP depletion luminescence;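 active = inhibition above the screen-wide mean inhibition plus 3 SD, cut at about 18% in these data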;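 note: plate controls were DMSO wells for no effect and Y-27632 control wells after no-enzyme background subtraction for full effect; many of its hits are not listed in these tables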
JNK3 blocker – JNK3 kinase activity inhibitors, primary screen, biochemical, human, purified enzyme; actives 0.61% (n = 60,000); inhibition, % at 8 µM; Mitogen-activated protein kinase 10 (Homo sapiens), P53779; AID 746, 2007; HTS; in the data active = inhibition above about 17%;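 note: 0% = DMSO and 100% = reference inhibitor; many of its hits are not listed in these tables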
Target sequence (P53779 whole entry, looked up): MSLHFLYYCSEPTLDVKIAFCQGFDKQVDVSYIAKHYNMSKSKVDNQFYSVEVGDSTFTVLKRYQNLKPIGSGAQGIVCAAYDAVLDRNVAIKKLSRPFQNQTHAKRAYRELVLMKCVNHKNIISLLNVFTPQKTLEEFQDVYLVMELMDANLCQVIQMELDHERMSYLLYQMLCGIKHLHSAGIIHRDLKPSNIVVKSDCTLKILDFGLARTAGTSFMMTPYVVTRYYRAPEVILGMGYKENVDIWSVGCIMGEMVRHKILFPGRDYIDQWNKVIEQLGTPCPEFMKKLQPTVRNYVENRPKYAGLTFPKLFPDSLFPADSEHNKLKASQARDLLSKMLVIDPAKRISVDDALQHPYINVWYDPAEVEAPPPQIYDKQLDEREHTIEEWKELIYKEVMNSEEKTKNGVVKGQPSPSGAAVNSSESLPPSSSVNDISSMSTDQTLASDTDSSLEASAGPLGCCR
* hit, by the source's call; . = not tested or not shown; [ ] = remark or other dose.

SMILES	MMP-13 inhibitor	Jurkat viability	Cdc25B block	DUSP1 inh	HEK293 NFkB inh	PKA inh	TNAP act mid DEA	ROCK2 inh	JNK3 blocker
CC(=O)N1CCN(c2ccc(NC(=O)c3ccc(C(C)(C)C)cc3)cc2)CC1	-3	.	-2	8	0	8	0.8	.	.
Cc1ccc(C=NCc2ccncc2)c(O)c1	12	-4	-14	19	11	10	0.9	4	5
O=C(Cn1nnc(-c2ccc(OCc3ccccc3F)cc2)n1)N1CCOCC1	0	3	-8	24	0	8	.	8	3
COCc1nnc(NC(=O)c2sc3ccccc3c2Cl)s1	-5	-4	-15	5	-29	4	0.9	0	1
NC(=O)C1CCN(C2OC(=O)c3ccccc32)CC1 (configuration not stated)	2	.	-9	-8	.	1	0.9	7	2
CCOc1ccccc1NC(=O)NC1(C(=O)N2CCN3CCCC3C2)CCCCC1 (configuration not stated)	2	-1	-3	2	12	7	0.9	2	5
COc1ccccc1N1CCN(C(=O)C2C3C=CC4(CN(Cc5ccccc5Cl)C(=O)C24)O3)CC1 (configuration not stated)	6	.	-1	27	18	3	1	.	.
CC(=O)c1ccc(NS(=O)(=O)c2cccc(C)c2)cc1	-2	.	3	7	1	7	0.9	.	.
Cc1csc(/C(=N\O)c2csc(C)n2)n1	-1	-2	-4	-14	10	11	1	8	-4
COC(=O)c1c(N=CN(C)C)c(C#N)c2n1CCCC2	5	-2	-13	10	10	2	1	2	-1
CCOC(=O)Cn1nc(-c2ccc(Cl)cc2)ccc1=O	-1	.	-6	39	4	-6	0.9	.	.
Cc1cc(/C=N/n2cnnc2)c(C)n1-c1ccc(OCc2ccc(F)cc2)cc1	0	45*	-27	12	5	5	1	4	0
Cn1c(=O)n(Cc2ccccc2)c2ccccc21	5	0	-9	7	24	-2	1	-4	-3
COc1cc(OC)c(NC2c3ccccc3C(=O)N2c2cc(C)ccn2)cc1Cl (configuration not stated)	2	3	-8	-1	6	-2	1	-10	-3
CCOC(=O)C1=C(N)n2c(s/c(=C\c3ccco3)c2=O)=C(C(=O)OCC)C1c1ccco1 (configuration not stated)	5	61*	-9	-19	18	5	0.9	2	2
CCC1CCc2c(sc3ncnc(N4CCOCC4)c23)C1 (configuration not stated)	2	-5	-1	-8	21	-1	0.9	3	8
CN(C)S(=O)(=O)CC12CCC(CC1=O)C2(C)C (configuration not stated)	6	2	-1	-6	21	6	0.9	3	4
CCOc1ccc(OCC)c(NC(=O)c2[nH]c(C)c(C(C)=O)c2C)c1	-4	10	10	1	23	-3	0.8	-5	3
C[C@@H]1C[C@H](O)c2cc(Cl)ccc2N1	-2	-7	-2	-13	0	3	0.9	1	-4
COCCCNC(=O)c1c(N)n(-c2cccc(S(N)(=O)=O)c2)c2nc3ccccc3nc12	-295[fluorescence artefact?]	-8	-8	28	4	1	0.9	6	2
Cc1cc(=O)n(CC(C)C)c(O)c1C#N	-6	-2	-3	0	20	12	0.9	6	-1
O=C(Cn1cc2c(n1)CCCC2)Nc1cc(-c2cccc(Cl)c2)no1	2	2	7	9	8	1	0.9	3	2
Cc1cc(C(=O)NCc2cccnc2)cs1	5	-6	-11	6	8	9	0.8	4	10
CCSc1nc2c(c(=O)[nH]1)C(c1ccncc1)C(C(=O)OC(C)C)=C(C)N2 (configuration not stated)	-3	.	-11	30	11	6	0.9	.	.
COc1ccc(Br)cc1C1N2CC3(C)CN1CC(C)(C2)C3=O (configuration not stated)	9	.	.	8	14	14	0.9	.	.
(list continues)
SMILES	MMP-13 inhibitor	Jurkat viability	Cdc25B block	DUSP1 inh	HEK293 NFkB inh	PKA inh	TNAP act mid DEA	ROCK2 inh	JNK3 blocker
CCc1nnc(NC(=O)C2Cc3ccccc3C(=O)O2)s1 (configuration not stated)	-9	-7	2	-9	6	11	1	6	0
CCCn1c(SCC(=O)Nc2cccc(NC(C)=O)c2)nnc1C(C)C	-5	2	-2	-10	5	5	1	0	-10
COc1cc(OC)c(-c2nn3c(-c4ccco4)nnc3s2)cc1OC	-19	4	1	36	16	-6	0.9	6	0
N#CC1=C(N)OC2=C(C(=O)CCC2)C1c1ccncc1 (configuration not stated)	-3	0	-2	-1	-5	1	0.9	-2	-2
CCOC(=O)/C(C(C)=O)=C1\OC(=O)c2ccccc21	3	1	6	-3	-4	1	0.9	2	2
COc1ccccc1N(CC(=O)Nc1cccnc1)S(C)(=O)=O	-3	0	-7	-7	8	0	0.9	4	1
COCCNC(=O)C(c1ccc(C)o1)N(Cc1ccc(F)cc1)C(=O)Cn1nnc2ccccc21 (configuration not stated)	-3	0	25	7	14	7	0.8	1	0
O=C(c1nc2ccccc2s1)N1CCN(c2ccccn2)CC1	2	-8	0	-2	-1	6	0.9	6	-2
O=C(Oc1ccc(OC(=O)N2CCCCC2)cc1)c1ccccc1	1	-4	-10	-10	10	3	0.8	5	0
Cc1ccc(-c2cc(-c3nnc(SCC(=O)N(C)CCC#N)n3N)c3ccccc3n2)cc1	-25	-4	-18	22	-6	6	0.9	6	2
CCCC(=O)Nc1ccccc1N1CCN(C(=O)C(C)C)CC1	1	-8	15	2	16	10	0.9	4	4
CC(=O)Nc1ccc(NC(=O)CNS(=O)(=O)c2ccc(C)cc2)cc1	4	-2	3	3	6	-3	0.9	2	-5
CN1/C(=C\C(=O)c2cccs2)Sc2ccccc21	-2	8	-9	1	5	-1	0.9	-7	-7
Cn1cnc2c1c(=O)n(CC(O)CO)c(=O)n2C (configuration not stated)	2	-4	-13	-2	-2	12	0.9	6	0
O=C(Cn1c(=O)n(Cc2ccc3c(c2)OCO3)c(=O)c2ccccc21)N1CCCc2ccccc21	0	2	-6	9	11	3	0.9	2	3
CC(/C=C/c1ccccc1)NC(N)=O (configuration not stated)	3	1	-3	4	15	7	0.9	4	-4
COC(=O)c1oc2c(c1C)C1(CCC2)SCCS1	6	4	-1	-16	9	8	0.9	5	-9
Cc1c(C(=O)Nc2ccc(F)cc2)oc2ccc(S(=O)(=O)N3CCCC3)cc12	3	-12	5	8	15	-3	0.9	2	3
CCCn1c(SCC(=O)N2CCN(c3ccccc3)CC2)nc2ccccc2c1=O	-1	-6	-6	11	1	4	0.9	3	-3
Cc1c(C)c2ccc(OCc3ccc(C(=O)O)o3)c(C)c2oc1=O	-174[fluorescence artefact?]	-4	-1	18	8	9	0.9	9	7
COc1ccc(Cc2nc3ccc(S(N)(=O)=O)cc3[nH]2)cc1OC	4	1	-3	8	20	11	0.8	3	7
Cn1c(=O)[nH]c(=O)c2c1nc(NCc1ccccc1)n2CCCc1ccccc1	5	-2	3	26	-3	0	0.9	3	-1
N#CC1=C(N)Oc2n[nH]c(-c3cccs3)c2C1c1ccsc1 (configuration not stated)	4	-2	-4	5	9	4	0.9	8	-4
CCC(=O)NC1(C(F)(F)F)C(=O)Nc2c1c(=O)[nH]c(=O)n2Cc1ccco1 (configuration not stated)	-9	.	6	-21	.	4	0.9	9	4
CCOc1ccc2nc(NC(=O)CSc3nnnn3C3CCCCC3)sc2c1	1	-3	-4	22	12	10	0.8	2	4

Some values from the results shown:
CCOC(=O)C1=C(N)n2c(s/c(=C\c3ccco3)c2=O)=C(C(=O)OCC)C1c1ccco1 (configuration not stated) – MMP-13 inhibitor = 5
CC(=O)c1ccc(NS(=O)(=O)c2cccc(C)c2)cc1 – Cdc25B block = 3
Cc1c(C(=O)Nc2ccc(F)cc2)oc2ccc(S(=O)(=O)N3CCCC3)cc12 – Cdc25B block = 5
Cc1cc(/C=N/n2cnnc2)c(C)n1-c1ccc(OCc2ccc(F)cc2)cc1 – MMP-13 inhibitor = 0
CN1/C(=C\C(=O)c2cccs2)Sc2ccccc21 – Cdc25B block = -9
NC(=O)C1CCN(C2OC(=O)c3ccccc32)CC1 (configuration not stated) – JNK3 blocker = 2
CCc1nnc(NC(=O)C2Cc3ccccc3C(=O)O2)s1 (configuration not stated) – Jurkat viability = -7

Some of the entries so far, in markdown:
| SMILES | MMP-13 inhibitor | Jurkat viability | Cdc25B block | DUSP1 inh | HEK293 NFkB inh | PKA inh | TNAP act mid DEA | ROCK2 inh | JNK3 blocker |
| --- | --- | --- | --- | --- | --- | --- | --- | --- | --- |
| Cc1c(C)c2ccc(OCc3ccc(C(=O)O)o3)c(C)c2oc1=O | -174[fluorescence artefact?] | -4 | -1 | 18 | 8 | 9 | 0.9 | 9 | 7 |
| COc1ccc(Cc2nc3ccc(S(N)(=O)=O)cc3[nH]2)cc1OC | 4 | 1 | -3 | 8 | 20 | 11 | 0.8 | 3 | 7 |
| Cn1c(=O)[nH]c(=O)c2c1nc(NCc1ccccc1)n2CCCc1ccccc1 | 5 | -2 | 3 | 26 | -3 | 0 | 0.9 | 3 | -1 |

Other structures follow.
SMILES	MMP-13 inhibitor	Jurkat viability	Cdc25B block	DUSP1 inh	HEK293 NFkB inh	PKA inh	TNAP act mid DEA	ROCK2 inh	JNK3 blocker
CCOC(=O)N1CCN(Cc2ccccc2F)CC1	3	2	-9	-1	-6	3	0.8	4	6
CC(C)(C)NC(=O)Cn1c(SCC(=O)NCc2cccs2)nc2ccccc21	-2	-8	-15	9	0	5	1	2	-1
COc1cc(NC(=O)CN2c3cccc4cccc(c34)S2(=O)=O)cc(OC)c1OC	-8	16	1	4	-4	12	0.9	10	-2
COc1cc(C(=O)OCCN2CCCCC2)ccc1O	-3	.	-7	-11	.	2	0.8	-10	5
COc1ccc(OC)c(C2C(C#N)=C(N)Oc3cc(C)[nH]c(=O)c32)c1 (configuration not stated)	3	.	18	-16	.	2	0.8	2	1
COc1ccc2c(-c3cccnc3)cc(=O)[nH]c2c1	-8	3	2	12	20	1	1	2	-4
Cc1ccc2[nH]c3c(c2c1)CCC3=O	-96[fluorescence artefact?]	-4	-16	8	16	11	0.9	6	2
COC(=O)c1c(N)n(-c2ccc(NC(C)=O)cc2)c2nc3ccccc3nc12	-113[fluorescence artefact?]	0	1	18	16	-7	1	-8	3
CC(=O)CCn1c(=O)n(CCC(C)=O)c(=O)n(CCC(C)=O)c1=O	-2	.	2	-16	.	7	0.9	7	8
CCNC(=O)CCn1nc(-c2ccc(Cl)cc2)c2ccccc2c1=O	1	.	-7	13	9	0	0.9	.	.

Profiles from above:
Profile of COc1ccc(OC)c(C2C(C#N)=C(N)Oc3cc(C)[nH]c(=O)c32)c1 (configuration not stated) = MMP-13 inhibitor: 3; Jurkat viability: .; Cdc25B block: 18; DUSP1 inh: -16; HEK293 NFkB inh: .; PKA inh: 2; TNAP act mid DEA: 0.8; ROCK2 inh: 2; JNK3 blocker: 1
Profile of COc1cc(C(=O)OCCN2CCCCC2)ccc1O = MMP-13 inhibitor: -3; Jurkat viability: .; Cdc25B block: -7; DUSP1 inh: -11; HEK293 NFkB inh: .; PKA inh: 2; TNAP act mid DEA: 0.8; ROCK2 inh: -10; JNK3 blocker: 5
